TRPN1 ag – zebrafish TRPN1 (NompC) channel agonism; AID 1424; 0.18% of 220,000 active; activation, % at 3 µM; HEK293 zebrafish TRPN1-YFP, Fluo-8 calcium fluorescence; 100% = response to 87 µM carbachol;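 active = activation above its plate's cutoff, the mean activation of test wells on that plate plus 3 SD, cut at about 19% in these data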;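 also: 0% = DMSO alone and 100% = 87 µM carbachol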
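Material – zebrafish TRPN1-YFP in HEK293 cells · Doses – 3 µM single point · Schedule – dye 1 h 37 °C plus 30 min RT · Signal – Fluo-8 calcium fluorescence, excitation 470-495 nm, emission 515-575 nm · Read-out – % activation versus carbachol response · Control set – carbachol high, DMSO low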
KCC2 mod – KCC2 (human) Cl- transport modulation. KCC2 cells, thallium flux FluoZin-2 fluorescence. B-score of Tl+ flux slope (higher = more flux/activation; lower = inhibition) at 10 µM. 2.2% of 190,000 active. AID 1456;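 active = thallium flux slope and its plate-corrected score both differing from the plate sample mean at a set confidence after two filtering rounds, in either direction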;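 also: slope of fluorescence scaled to starting intensity during 10 to 20 s after thallium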
TbHK1 inh – blocks Trypanosoma brucei hexokinase 1 activity | recombinant TbHK1, G6PDH-coupled NADH A340 | inhibition, % at 10 µM | 0.11% of 220,000 active | AID 1430;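 active = inhibition of 50% or more in the single-dose primary screen; inactive = inhibition below 50%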
EBV gp42 block – EBV gp42 inhibition. AID 1085. Q1HVG2. 0.42% of 220,000 active. inhibition, % (tested at 21.74 µM). Fluorescence polarization binding assay, mP read-out; in the data active = inhibition above about 50%
Calpain2 inh – inhibitors of pig calpain II | AID 1236 | purified calpain II, fluorogenic peptide substrate, 30 min | inhibition, % at 16 µM | 0.37% of 220,000 active;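 active = inhibition above about 50%, limit read from the data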
Furin inhibitor – human furin inhibition; inhibition, % at 30 µM; 0.061% of 220,000 active; P09958; purified furin, fluorogenic substrate cleavage; in the data active = inhibition above about 25%; also: inactives centre near -15
Target sequence (P09958 108-714 limits assumed): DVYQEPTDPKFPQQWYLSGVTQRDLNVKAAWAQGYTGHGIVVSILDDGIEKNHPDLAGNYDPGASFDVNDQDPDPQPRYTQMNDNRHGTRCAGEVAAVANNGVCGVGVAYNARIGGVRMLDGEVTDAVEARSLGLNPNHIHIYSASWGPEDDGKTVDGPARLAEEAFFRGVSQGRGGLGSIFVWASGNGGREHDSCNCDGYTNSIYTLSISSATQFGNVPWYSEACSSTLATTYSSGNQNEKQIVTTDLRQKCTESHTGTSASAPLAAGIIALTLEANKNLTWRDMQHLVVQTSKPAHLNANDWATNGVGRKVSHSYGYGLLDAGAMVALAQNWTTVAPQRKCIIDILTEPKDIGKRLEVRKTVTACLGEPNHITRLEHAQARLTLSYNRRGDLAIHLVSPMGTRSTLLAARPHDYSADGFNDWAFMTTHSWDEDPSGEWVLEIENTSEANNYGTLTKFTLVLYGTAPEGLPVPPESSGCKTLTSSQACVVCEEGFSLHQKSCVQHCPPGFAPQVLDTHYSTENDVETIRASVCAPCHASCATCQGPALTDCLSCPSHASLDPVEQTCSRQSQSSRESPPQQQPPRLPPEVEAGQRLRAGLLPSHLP
Thrombin inh – inhibitors of human thrombin; P00734; alpha-thrombin, Boc-VPR-AMC fluorogenic substrate cleavage; inhibition, % at 5 µM; 0.26% of 220,000 active;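 active = inhibition at or above 40%; inactive = inhibition below 40%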;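 also: 0% = enzyme with no compound and 100% = wells without enzyme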
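Test system: human alpha-thrombin protein / Dosing: one concentration per compound, 5 µM, with 0.2% DMSO / Medium: pH 7.5 Tris-saline with Tween 20 / Benchmarks: no-compound enzyme wells and no-enzyme blanks / Read-out basis: percent inhibition of thrombin substrate cleavage / Timing: reaction at room temperature / Measured by: fluorescence, ex 355 nm, em 460 nm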
PPC-1+TRAIL kill – kills PPC-1 cancer cells in the presence of TRAIL. 0.41% of 220,000 active. PPC-1 cells + TRAIL, ATPLite viability luminescence. cell killing (% activity), % at 4 µM;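 active = cell killing above 50% in the first pass at 4 µM, then a duplicate retest at 5 µM averaging 50% or more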;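 also: plate controls were cells with TRAIL plus DMSO for no effect and medium-only wells lacking cells for full effect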
TRPML3 agonist – human mucolipin-3 channel agonism. Q8TDD5. HEK293 TRPML3-YFP, Fluo-8 calcium fluorescence; 100% = the carbachol control signal. activation, % at 3 µM. 0.29% of 220,000 active. AID 1448;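 active = activation above its plate's cutoff, the mean activation of the plate's test wells plus 3 SD, cut at about 12% in these data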;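 also: 0% = DMSO only wells and 100% = carbachol wells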
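system = HEK293 cells stably carrying human TRPML3-YFP | doses = one concentration, 3 µM nominal, 0.3% DMSO | timing = dye loading 1 h 37 °C then 30 min ambient, 125 s read | detection = Fluo-8 calcium dye fluorescence, ex 470-495, em 515-575 nm | benchmarks = high control carbachol 87 µM, low control DMSO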
* = called active by the depositor; x = not tested or not shown; [ ] = another dose, or the depositor's remark.

SMILES | TRPN1 ag | KCC2 mod | TbHK1 inh | EBV gp42 block | Calpain2 inh | Furin inhibitor | Thrombin inh | PPC-1+TRAIL kill | TRPML3 agonist
c1ccc(-c2noc(-c3ccc4ccccc4c3)n2)cc1 | 0.0 | 0.226 | 5.0 | -13.9 | -21.7 | -8.7 | -1.1 | 21.8 | 0.4
O=C(CSc1ncnc2nc[nH]c12)NCCc1ccccc1 | 1.2 | 0.554 | 8.3 | -6.6 | -7.0 | -13.5 | -1.9 | -0.4 | 0.4
Cc1cc(NC(=O)C2CCN(S(=O)(=O)Cc3ccccc3)CC2)ccc1-n1cnnn1 | 1.0 | -3.96 | -4.6 | 2.6 | -8.0 | -21.7[20 µM] | -9.0 | 17.2 | 0.2
O=C(N1CCOCC1)C1(c2ccccc2)CCCCC1 | -1.3 | -0.633 | 2.2 | -8.4 | -6.5 | -21.6[20 µM] | 16.4 | -1.0 | -0.2
CCOC(=O)C1(CCOC)CCN(Cc2cnc(-c3cccc(C)c3)nc2)CC1 | 3.2 | -0.0399 | 2.0 | -2.2 | 15.4 | -15.5 | -0.7 | -13.5 | 1.4
CCn1c(/C=C2\C(=O)N(C)c3ccccc32)nc2ccccc2c1=O | 0.9 | -0.208 | -16.2 | -7.7 | 0.7 | -19.1[20 µM] | -1.0 | -12.4 | 0.1
COC(=O)c1cc2occc2n1Cc1nc(-c2ccccc2F)oc1C | -0.7 | -0.0555 | -23.4 | 2.9 | -11.8 | -16.1 | -6.2 | 16.6 | 0.6
COc1ccc(CC(=O)NNC(=O)c2ccoc2C)cc1OC | -0.2 | x | 2.7 | -2.7 | -42.1 | -24.3[20 µM] | 2.3 | -11.4 | 0.8
COc1ccc(CC2(CO)CCN(Cc3cnc(-c4ccccc4C)nc3)CC2)cc1 | 8.9 | 0.605 | 1.6 | -11.7 | -34.6 | -30.1 | -1.9 | x | 3.9
Clc1ccc(Cc2nc(-c3cccnc3)no2)cc1 | -1.1 | x | 1.7 | -0.7 | 8.9 | -18.3[20 µM] | 34.7 | 4.9 | 0.1
CCCC(=O)C1=C(O)C(C(=O)OC)C(C)(C)CC1=Nc1ccc(OC)cc1 (centres undefined) | -1.0 | -0.805 | -8.5 | -13.4 | -0.1 | -14.8 | -6.2 | 8.8 | -0.5
CC(=C\c1ccccc1)/C=C1/SC(=O)N(CCCC(=O)Nc2ccc(C(=O)O)cc2)C1=O | 1.7 | -4.19 | -38.0 | -8.8 | -15.3 | -18.1 | x | 11.8 | 0.3
COc1ccc(CNCCC(c2ccccc2)c2ccc3c(c2)OCO3)cc1 (centres undefined) | -0.6 | 0.841 | 6.9 | -18.6 | -9.7 | -17.2[20 µM] | -2.0 | 24.6 | 0.4
CC(=O)Nc1ccc(S(=O)(=O)NCc2ccc3[nH]c(C)cc3c2)cc1 | 1.0 | -0.266 | -3.4 | -9.7 | -4.4 | -14.8 | -2.4 | -28.8 | 0.6
Cc1ccc(NC(=O)COC(=O)C2CC(=O)N(Cc3ccccc3)C2)cc1F (centres undefined) | 0.0 | -3.14 | -2.3 | -22.8 | -27.6 | -28.1 | 5.4 | 8.4 | 1.2
Cc1cccc(-n2ncc3c(NCc4cccnc4)ncnc32)c1 | x | -0.493 | -1.8 | -13.5 | -10.5 | -24.9 | -0.8 | 3.8 | x
COc1ccc(-c2csc(N3C(=O)C4C5c6ccccc6C(c6ccccc65)C4C3=O)n2)cc1 (centres undefined) | -0.8 | -0.169 | 29.1 | -4.0 | 3.4 | 1.6 | 23.2 | -16.4 | 0.5
Cc1ccc(C(=O)c2sc(Nc3ccccc3)c(C#N)c2N)cc1 | -2.9 | 0.85 | 31.6 | -3.7 | -45.8 | -19.1 | -1.0 | 13.0 | -0.3
CCCn1c(SCC(=O)OCc2ccccc2)nc2c1c(=O)n(C)c(=O)n2C | 0.2 | -0.494 | 5.5 | -19.6 | 3.9 | -5.2 | -14.4 | 3.1 | 0.2
COc1cccc(OC)c1C(=O)Nc1nc2cc3c(cc2s1)OCO3 | 0.3 | 0.388 | -5.1 | -6.8 | -56.1 | -2.2 | 31.2 | 10.5 | -1.4

Compound profiles (already shown). Values in the order: TRPN1 ag	KCC2 mod	TbHK1 inh	EBV gp42 block	Calpain2 inh	Furin inhibitor	Thrombin inh	PPC-1+TRAIL kill	TRPML3 agonist
`Cc1ccc(NC(=O)COC(=O)C2CC(=O)N(Cc3ccccc3)C2)cc1F` (centres undefined) is listed as 0.0	-3.14	-2.3	-22.8	-27.6	-28.1	5.4	8.4	1.2
`Clc1ccc(Cc2nc(-c3cccnc3)no2)cc1` is listed as -1.1	x	1.7	-0.7	8.9	-18.3[20 µM]	34.7	4.9	0.1
`c1ccc(-c2noc(-c3ccc4ccccc4c3)n2)cc1` is listed as 0.0	0.226	5.0	-13.9	-21.7	-8.7	-1.1	21.8	0.4

Remaining list, next part
SMILES | TRPN1 ag | KCC2 mod | TbHK1 inh | EBV gp42 block | Calpain2 inh | Furin inhibitor | Thrombin inh | PPC-1+TRAIL kill | TRPML3 agonist
CCOC(=O)c1c(C)[nH]c(N=Nc2ccc(OC)cc2)c1C | 1.7 | 1 | -21.5 | 5.6 | 11.4 | -10.1 | -4.5 | 12.6 | 0.7
CCC(NC(=O)C1CCC1)c1ccc(C)cc1 (centres undefined) | 0.5 | 0.234 | 1.6 | -7.3 | 10.1 | -13.0[20 µM] | -6.3 | 22.2 | -0.8
CN(C)C(CNC(=S)Nc1ccc(Cl)cc1)c1cccnc1 (centres undefined) | -1.5 | 0.944 | -5.0 | -4.2 | -20.4 | -26.0 | -10.4 | -5.2 | 0.9
CC12CCC(C(=O)NNc3ccccc3)(OC1=O)C2(C)C (centres undefined) | 0.6 | 0.217 | -0.8 | 2.3 | 17.3 | -20.9 | -3.5 | 17.9 | -0.7

Shown with two lines to a compound: part of the list above.
Every second line gives: TRPN1 ag | KCC2 mod | TbHK1 inh | EBV gp42 block | Calpain2 inh | Furin inhibitor | Thrombin inh | PPC-1+TRAIL kill | TRPML3 agonist
- CCOC(=O)c1c(C)[nH]c(N=Nc2ccc(OC)cc2)c1C
 : 1.7 | 1 | -21.5 | 5.6 | 11.4 | -10.1 | -4.5 | 12.6 | 0.7
- CCC(NC(=O)C1CCC1)c1ccc(C)cc1 (centres undefined)
 : 0.5 | 0.234 | 1.6 | -7.3 | 10.1 | -13.0[20 µM] | -6.3 | 22.2 | -0.8
- CN(C)C(CNC(=S)Nc1ccc(Cl)cc1)c1cccnc1 (centres undefined)
 : -1.5 | 0.944 | -5.0 | -4.2 | -20.4 | -26.0 | -10.4 | -5.2 | 0.9
- CC12CCC(C(=O)NNc3ccccc3)(OC1=O)C2(C)C (centres undefined)
 : 0.6 | 0.217 | -0.8 | 2.3 | 17.3 | -20.9 | -3.5 | 17.9 | -0.7

Source: PubChem BioAssay (several laboratories)
